GC-B act = human GC-B receptor activators, primary screen, HEK293 GC-B cells, cGMP TR-FRET, EC30 CNP; 370,000 tested, 0.11% active; Atrial natriuretic peptide receptor 2 (Homo sapiens), P20594; AID 1920062, 2024; activation, % at 10 µM; 0% at EC30 CNP, 100% saturating CNP;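 active means activation at 10 µM reaching about 35% in either raw or pattern-adjusted values, limit read from the data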
TCR-CD3 inh = inhibitors of human TCR-CD3 interaction, primary screen, biochemical, fluorescence, TAMRA-labeled TCR probe | AID 651800, 2012 | T-cell receptor (TCR) | inhibition, % at 9.4 µM | 360,000 tested, 0.37% active; in the data active means inhibition above about 19%;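 further: recombinant mutant TCR 2C K166C tagged with TAMRA read by polarization; 0% = receptor in buffer alone and 100% = receptor with positive control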
PRMT1 inh = PRMT1 methyltransferase inhibitors, primary screen, biochemical, fluorescence polarization | Protein arginine N-methyltransferase 1 (Homo sapiens), Q99873 | recombinant PRMT1, activity-based probe fluorescence polarization | inhibition, % at 2.79 µM | 370,000 tested, 1.3% active | AID 652257, 2013;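 active means inhibition above about 21% made by adding two undisclosed values, limit read from the data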
Target sequence (Q99873 whole entry, looked up): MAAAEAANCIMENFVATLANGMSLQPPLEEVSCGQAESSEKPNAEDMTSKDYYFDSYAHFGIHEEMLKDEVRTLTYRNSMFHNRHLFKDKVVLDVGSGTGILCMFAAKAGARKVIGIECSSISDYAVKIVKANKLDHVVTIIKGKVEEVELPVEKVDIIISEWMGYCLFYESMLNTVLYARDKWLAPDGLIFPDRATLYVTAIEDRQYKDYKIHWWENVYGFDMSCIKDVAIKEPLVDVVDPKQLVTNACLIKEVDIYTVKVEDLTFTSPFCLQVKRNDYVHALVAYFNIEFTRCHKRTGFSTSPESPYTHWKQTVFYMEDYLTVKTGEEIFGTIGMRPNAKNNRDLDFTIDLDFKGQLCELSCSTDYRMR
SIAE primary = human SIAE inhibitors, primary screen, biochemical, fluorescence polarization, FP-Rh probe, 1536-well HTS; SIAE FP-Rh probe binding; Sialate O-acetylesterase (Homo sapiens), Q9HAT2; 370,000 tested, 0.69% active; inhibition, % at 9.66 µM; AID 1053197, 2014;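 active means inhibition above a cutoff: mean of compounds within the control limits plus 3 SD of those, cut at about 17% in these data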;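 further: 0% = plate median of compound wells and 100% = probe without SIAE protein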
HTRA1 inh = HTRA1 serine protease inhibitors, primary screen, biochemical, fluorescence polarization, HTS. inhibition, % at 5.96 µM. recombinant HTRA1, FP-rhodamine activity-based probe. Q92743. 340,000 tested, 0.5% active; in the data active means inhibition above about 36%;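 further: 0% = enzyme with DMSO and 100% = wells lacking enzyme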
TDP2 inh = human TDP2 enzyme inhibitors, primary screen, biochemical, epi absorbance, recombinant enzyme | Tyrosyl-DNA phosphodiesterase 2 (Homo sapiens), O95551 | 370,000 tested, 0.34% active | T5PNP hydrolysis, p-nitrophenol absorbance 415 nm | inhibition, % at 12.8 µM;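 active means inhibition above the mean of all tested compounds plus 3 SD, set per campaign, cut at about 25% in these data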;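 further: 0% = DMSO with enzyme and 100% = buffer with substrate but no TDP2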
Target sequence (O95551 whole entry, looked up): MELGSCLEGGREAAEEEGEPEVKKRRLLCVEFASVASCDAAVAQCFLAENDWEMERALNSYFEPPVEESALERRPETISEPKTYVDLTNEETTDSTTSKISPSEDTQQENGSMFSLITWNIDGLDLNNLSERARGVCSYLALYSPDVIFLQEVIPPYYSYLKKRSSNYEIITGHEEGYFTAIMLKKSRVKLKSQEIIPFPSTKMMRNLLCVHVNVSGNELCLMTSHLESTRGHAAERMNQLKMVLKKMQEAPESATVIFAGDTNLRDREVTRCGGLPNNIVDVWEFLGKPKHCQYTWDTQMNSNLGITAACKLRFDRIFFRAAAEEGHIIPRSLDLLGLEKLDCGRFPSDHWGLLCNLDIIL
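Assay system: Recombinant human TDP2 | Quantity: 120 nM TDP2 per well | Incubation: 2 h at 37 °C | Signal: Epi absorbance | Evaluation: Percent inhibition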
LEDGF integ inh = blockers of LEDGF/p75-dependent integrase strand transfer – biochemical, TR-FRET, high throughput, primary screen; HIV-1 integrase (with human LEDGF/p75); TR-FRET IN-LEDGF/p75 DNA integration, Eu/Cy5; inhibition, % at 3.7 µM; 370,000 tested, 0.64% active; AID 743269, 2014;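 active means inhibition above the screen-wide mean plus 3 SD, cut at about 13% in these data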;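 further: signal is the Cy5 over europium emission ratio at 671 and 618 nm; 0% = plate median of compound wells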
ABHD4 inh = ABHD4 inhibitors, primary screen, biochemical, fluorescence polarization, mouse | (Lyso)-N-acylphosphatidylethanolamine lipase (Mus musculus), Q8VD66 | purified mABHD4, FP-Rh probe fluorescence polarization | inhibition, % at 8.92 µM | 370,000 tested, 0.54% active | AID 720543, 2013;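 active means inhibition exceeding the mean over every tested compound plus 3 SD, cut at about 30% in these data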;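 further: 0% = plate median of compound wells and 100% = S159A mutant with DMSO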
Target sequence (Q8VD66 whole entry, looked up): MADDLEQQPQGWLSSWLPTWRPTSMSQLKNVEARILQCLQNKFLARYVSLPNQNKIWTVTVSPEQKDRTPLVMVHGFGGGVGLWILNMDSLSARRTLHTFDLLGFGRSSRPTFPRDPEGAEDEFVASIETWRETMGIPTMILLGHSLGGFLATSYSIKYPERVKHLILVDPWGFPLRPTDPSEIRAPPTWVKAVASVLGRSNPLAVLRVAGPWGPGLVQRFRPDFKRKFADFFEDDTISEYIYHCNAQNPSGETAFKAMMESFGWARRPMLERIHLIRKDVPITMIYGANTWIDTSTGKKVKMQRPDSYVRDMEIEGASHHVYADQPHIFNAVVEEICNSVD
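Assay system: Wild-type mouse ABHD4 protein | Medium: HEPES pH 7.0 buffer, 150 mM NaCl, 0.01% Pluronic F-127 | Incubation: Enzyme–compound pre-incubation 45 min, then probe 60 min, both 25 °C | Technique: Fluorescence polarization with parallel and perpendicular emission, 525/598 nm | Evaluation: % inhibition of FP-Rh probe binding versus controls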
rCAG binder = binders of r(CAG) RNA repeats, primary screen, biochemical, fluorescence | r(CAG) RNA repeat, TO-PRO-1 dye displacement fluorescence | 370,000 tested, 1.3% active | inhibition, % at 3 µM;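 active means inhibition above the plate cutoff, the mean of all test compounds on that plate plus 3 SD, cut at about 35% in these data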;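 further: 0% = DMSO alone and 100% = 100 µM mitoxantrone as full dye displacement; higher means more dye released from RNA so lower well fluorescence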
MBD2 inh = inhibitors of MBD2 binding to methylated DNA, primary screen, biochemical, TR-FRET, DNA-binding domain, human; MBD2 binding to methylated oligonucleotide; AID 686964, 2013; 370,000 tested, 0.31% active; inhibition, % at 4.4 µM; in the data active means inhibition above about 13%
Numbers without * were called inactive; / = not tested or not shown. Some of the compounds tested. The share of hits here may be higher or lower than overall.

Order of values: GC-B act	TCR-CD3 inh	PRMT1 inh	SIAE primary	HTRA1 inh	TDP2 inh	LEDGF integ inh	ABHD4 inh	rCAG binder	MBD2 inh
1	COc1ccc(C(c2nnnn2CC2CCCO2)N2CCC(C(N)=O)CC2)cc1 (stereo unspecified)
  1	1	1	3	-5	0	0	1	-2	3
2	O=C(O)CC(C(=O)O)n1nc(-c2ccccc2)cc1-c1ccccc1 (stereo unspecified)
  3	3	-2	12	-6	8	2	-5	4	-1
3	COc1ccc(-c2csc(C(C)(O)c3cccc(F)c3)n2)cc1OC (stereo unspecified)
  2	8	-1	-7	/	-6	-3	-12	1	-2
4	O=C(COc1cccc(C(F)(F)F)c1)Nc1ccc(S(=O)(=O)N2CCCCC2)cc1
  -3	-3	2	-36	-53	-9	1	-29	15	4
5	Cc1ccccc1C(=O)OCC(=O)N(C)c1ccccc1
  3	3	-1	3	-1	0	8	7	-6	-3
6	COC(=O)c1ccccc1NC(=O)C1CCCN(c2nnc(-n3cccc3)s2)C1 (stereo unspecified)
  5	8	-3	11	-27	1	-1	-1	8	1
7	COc1ccc2cc[nH]c2c1
  2	1	4	-2	0	-9	-3	5	1	8
8	CCOC(=O)C1=C(C)N=C2SC(C)C(=O)N2C1c1ccccc1 (stereo unspecified)
  -3	11	-9	5	5	-6	5	-19	-2	1
9	COc1cc2nc(NC(=O)c3ccccc3)sc(=O)c2cc1OC
  1	3	1	-26	-1	8	-4	-9	3	0
10	CC1(C)CN(C(Cc2ccccc2)C(N)=O)C1=O (stereo unspecified)
  1	2	0	-1	-2	12	4	-2	0	-1
11	Fc1ccc(Oc2nnnn2-c2ccccc2)cc1
  -1	0	1	-6	-13	4	-2	1	-4	0
12	COc1cc(/C=C2\SC(=S)N(CCC(=O)Nc3cccc(O)c3)C2=O)cc(OC)c1OC
  6	-5	-1	4	-19	14	-2	-41	16	3
13	CCCNC(=O)C1CC(c2ccccc2[N+](=O)[O-])=NO1 (stereo unspecified)
  3	7	-2	-8	5	1	3	5	2	-6
14	COc1ccc(CNC(=O)CN(c2ccc(OC)cc2)S(=O)(=O)c2c(C)nn(C)c2C)cc1
  -4	-2	0	-1	0	1	1	0	-4	1
15	COc1ccc(CNC(=O)N2CCN(c3cccc(Cl)c3)CC2)cc1OC
  2	-3	-1	6	-2	-10	2	-2	-6	2
16	O=S(=O)(c1ccc(Cl)s1)N1CCC(c2nc3ccccc3o2)CC1
  -8	/	4	-2	/	6	-1	1	4	3
17	O=C(Nc1ccc(Oc2ccccc2)nc1)C1CCN(Cc2ccco2)CC1
  4	-4	1	0	1	9	-2	5	-9	2
18	O=C(CSc1cccc[n+]1[O-])c1ccc(-c2ccccc2)cc1
  -8	-8	40*	4	1	-10	5	-18	5	4
19	CN1C(=O)CSc2ccc(NC(=O)NCc3ccc(F)cc3)cc21
  -3	2	1	-2	3	2	0	-10	4	-3
20	CC(C)NC(=O)C1(C)CN(S(C)(=O)=O)CC(=O)N1CCc1ccccc1 (stereo unspecified)
  6	12	1	1	/	5	0	4	2	-6

A draw from above in order of formula weight, high to low.
Order of values: GC-B act	TCR-CD3 inh	PRMT1 inh	SIAE primary	HTRA1 inh	TDP2 inh	LEDGF integ inh	ABHD4 inh	rCAG binder	MBD2 inh
12	COc1cc(/C=C2\SC(=S)N(CCC(=O)Nc3cccc(O)c3)C2=O)cc(OC)c1OC
  6	-5	-1	4	-19	14	-2	-41	16	3
20	CC(C)NC(=O)C1(C)CN(S(C)(=O)=O)CC(=O)N1CCc1ccccc1 (stereo unspecified)
  6	12	1	1	/	5	0	4	2	-6
8	CCOC(=O)C1=C(C)N=C2SC(C)C(=O)N2C1c1ccccc1 (stereo unspecified)
  -3	11	-9	5	5	-6	5	-19	-2	1
18	O=C(CSc1cccc[n+]1[O-])c1ccc(-c2ccccc2)cc1
  -8	-8	40*	4	1	-10	5	-18	5	4

(list continues)
Order of values: GC-B act	TCR-CD3 inh	PRMT1 inh	SIAE primary	HTRA1 inh	TDP2 inh	LEDGF integ inh	ABHD4 inh	rCAG binder	MBD2 inh
21	COc1cccc(NC(=O)NC2CCCCC2C)c1 (stereo unspecified)
  5	-4	1	-4	1	0	-3	-8	2	8
22	C[C@@H]1CN([C@H](C)CO)S(=O)(=O)c2ccc(-c3ccc(C#N)cc3)cc2O[C@H]1CN(C)C(=O)Nc1cc(F)ccc1F
  -2	-7	3	-2	-19	-1	1	-11	6	2
23	COc1ccc(NC(=O)N/C=C/c2ccco2)cc1
  4	12	5	10	5	-12	7	9	13	0
24	O=C(CSc1nnc(CNc2ccc(F)cc2)n1Cc1ccco1)NC1CC1
  -4	-2	10	5	9	4	2	2	0	-1
25	CCOC(=O)c1c(C)[nH]c(C(=O)OCC(=O)N2CC(C)OC(C)C2)c1C (stereo unspecified)
  1	12	1	13	-2	-6	1	8	-10	-3
26	COc1cccc(NC(=S)NNC(=O)Cn2nc([N+](=O)[O-])cc2C)c1
  1	-6	2	-1	10	-8	-3	4	6	0
27	Cc1ccccc1C(=O)N1CCC(n2nccc2NC(=O)CCOc2ccccc2)CC1
  -1	5	1	1	0	3	-1	0	-2	-1
28	COc1ccccc1Nc1nc(Cl)nc(Nc2ccccc2OC)n1
  -6	6	1	-4	-30	8	0	-1	3	-7
29	Cc1onc(-c2c(Cl)cccc2Cl)c1C(=O)OCC(=O)c1ccccc1
  -5	0	6	-4	-13	6	2	-17	-2	4
30	O=C(c1ccccc1)N1CCN(C2CCCCC2)CC1
  2	-5	0	4	3	11	0	14	-1	3
31	N#Cc1sc2nc3c(cc2c1N)CCCC3
  -3	2	0	-4	-6	-3	3	0	0	-2
32	COc1ccc(CN(Cc2ccc(OC)cc2)C(=O)c2cccs2)cc1
  2	1	-1	5	/	12	1	-3	-6	3
33	O=C(N/N=C/c1cc(Br)ccc1O)C(=O)Nc1ccccc1OC(F)(F)C(F)F
  -37	10	-3	3	46*	-6	-1	14	4	-4
34	CCCCn1c(N)c(N(CCOC)C(=O)c2ccc(COc3ccccc3)o2)c(=O)[nH]c1=O
  3	-6	6	7	-1	-7	-2	4	-6	0
35	O=C(O/N=C1/CCCc2occc21)c1ccc(Cl)cc1Cl
  -10	-6	2	5	-14	7	-2	-2	-4	2
36	CC1CN(C(=O)c2ccc(COCC(F)(F)F)o2)CC(C)O1 (stereo unspecified)
  3	5	0	-3	6	-2	-2	4	0	1
37	O=C(C[n+]1cccc(CNC(=O)c2ccc(OC(F)F)cc2)c1)Nc1ccc(SC(F)F)cc1
  0	6	3	-3	2	3	0	7	11	0
38	COC(=O)c1sc2ccccc2c1NC(=O)c1ccc(S(=O)(=O)N2CCCC(C)C2)cc1 (stereo unspecified)
  0	1	-4	3	1	8	0	-9	3	-2
39	COc1ccc([C@@H]2[C@@H]3C(=O)N(C(C)(C)C)C(=O)[C@@H]3[C@]3(Cc4ccccc4)C(=O)N(c4cccc(Br)c4)C(=O)N23)cc1
  -11	6	-2	1	-34	1	3	-16	9	1
40	COc1cc(-c2nc(S(=O)(=O)c3ccc(C)cc3)c(N(C)C)o2)cc(OC)c1OC
  -1	-13	3	12	2	13	0	9	-2	2
41	CC1(C(=O)NNC(=O)c2cccc([N+](=O)[O-])c2)CC1(Br)Br (stereo unspecified)
  -4	5	-1	5	0	-4	-1	0	2	-4
42	COc1ccccc1Nc1ncccc1[N+](=O)[O-]
  -4	-1	-3	1	6	-7	4	4	0	-10
43	Cn1ccnc1C(=O)C1CCCN(Cc2cn[nH]c2-c2ccc(-c3ccccc3)cc2)C1 (stereo unspecified)
  -10	-1	-5	2	-28	-6	4	1	-7	1
44	CC1=C(C#N)C(NC(=O)c2cccc(Cl)c2)(C(F)(F)F)C(=O)N1 (stereo unspecified)
  1	8	-3	-5	1	-6	0	-1	-1	-4
45	CSc1ccc(S(=O)(=O)N2CCC(C(=O)NCCc3ccccc3)CC2)cc1
  2	3	0	6	-2	-4	4	-2	-4	-3
46	COc1cc(C(=O)NC(C)C2CC3CCC2C3)ccc1OC(F)F (stereo unspecified)
  4	-3	1	-4	-19	2	1	-5	0	-3
47	CCOc1ccc(NC(=O)c2cccc3c2C(=O)N(CC2CCCO2)C3)cc1 (stereo unspecified)
  -3	-5	-4	7	-7	-3	1	0	3	-1
48	COc1ccc(CCN2CC(C(=O)NCc3nc(C)c(C)s3)CCC2=O)cc1 (stereo unspecified)
  2	0	-10	-5	-2	5	3	2	-8	-1
49	O=C(NCc1ccccn1)NC1CCCCC1
  -1	-2	0	-6	3	-4	1	0	0	2
50	COC(=O)c1ccc(CN2CCC(n3nccc3NC(=O)C3CCCC3)CC2)cc1
  4	7	-1	0	-8	5	-2	-4	-9	3
51	CC(=O)N(C)c1ccc(OCC(O)CN(Cc2ccco2)S(=O)(=O)c2ccc(C)cc2)cc1 (stereo unspecified)
  3	3	1	-3	0	7	2	-2	-10	-4
52	CCNc1c(NS(=O)(=O)c2ccc(C3CCCCC3)cc2)c(=O)oc2ccccc12
  2	-11	-2	-8	1	-16	0	-11	2	-1
53	COc1ccc(C)cc1Nc1n[n+](-c2ccccc2)c(-c2ccc(SC)cc2)s1
  -5	4	-1	4	-28	1	1	2	4	-5
54	COc1ccc(OC)c(-n2c(CN3CCC(C(N)=O)CC3)nc3ccccc3c2=O)c1
  1	-3	-3	10	-1	-7	5	3	4	-8
55	CCOC(=O)C1=C(C)N=C2SC(C)C(=O)N2C1c1cccc(F)c1 (stereo unspecified)
  -4	0	0	-18	-21	6	3	2	9	-7
56	CC(C)(C)OC(=O)C[C@H]1C/C=C\C[C@H](CC(=O)NCCO)C(=O)NCCOC1=O
  1	2	-6	9	3	-8	0	3	-4	2
57	COc1ccc(/C=C2/Sc3ccc(C(=O)NCCCN4CCOCC4)cc3NC2=O)cc1OC
  3	-9	9	-14	-6	-10	-3	-7	4	-2
58	CCN(C(=O)COC(=O)c1[nH]c(=O)[nH]c(=O)c1N)c1ccccc1
  4	5	0	0	5	30*	-3	5	-2	-3
59	COc1ccccc1CNC(=O)COC(=O)[C@H](Cc1c[nH]c2ccccc12)NC(=O)c1cccs1
  -7	-1	-1	-5	-23	12	0	4	2	0
60	COc1cccc(N(CC(=O)NC2CCCC2)C(=O)Cn2nnc(-c3ccc(C)o3)n2)c1
  1	3	-2	-5	-30	-2	3	5	1	2
61	Cc1cccc(C)c1NC(=O)COn1nnc2ccc(C(F)(F)F)cc21
  2	1	-2	0	1	-3	-2	-1	-3	-2
62	CCOC(=O)C(=O)Nc1sc(C(=O)N(CC)CC)c(C)c1C#N
  6	-1	0	-1	6	11	0	-1	3	0
63	O=C(Nc1ccc(Cl)cc1F)C1CC1
  3	0	2	-7	3	0	-7	0	-6	2
